S1P4 antag – S1P4 receptor antagonists, primary screen, cell-based; inhibition, % at 4.98 µM; S1P4-expressing cells, antagonist mode, reporter read-out; AID 1510, 2009; Sphingosine 1-phosphate receptor 4 (Homo sapiens), O95977; hit rate 0.26% among 220,000; in the data active means inhibition above about 29%;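 further: 0% = wells stimulated with agonist and 100% = vehicle wells without agonist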
NPY2 pot ag – NPY-Y2 potentiators or agonists, primary screen, cell-based. Neuropeptide Y receptor type 2 (Homo sapiens), P49146. cells expressing NPY-Y2, potentiator/agonist read-out. activation, % at 3.6 µM. hit rate 0.45% among 220,000. AID 1359, 2008; in the data active means activation above about 27%;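 further: cells stimulated with NPY near EC25 plus isoproterenol at EC100; 0% = vehicle plus submaximal agonist and 100% = vehicle plus saturating agonist; some results beyond the cut were filed as inactive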
Target sequence (P49146 whole entry, looked up): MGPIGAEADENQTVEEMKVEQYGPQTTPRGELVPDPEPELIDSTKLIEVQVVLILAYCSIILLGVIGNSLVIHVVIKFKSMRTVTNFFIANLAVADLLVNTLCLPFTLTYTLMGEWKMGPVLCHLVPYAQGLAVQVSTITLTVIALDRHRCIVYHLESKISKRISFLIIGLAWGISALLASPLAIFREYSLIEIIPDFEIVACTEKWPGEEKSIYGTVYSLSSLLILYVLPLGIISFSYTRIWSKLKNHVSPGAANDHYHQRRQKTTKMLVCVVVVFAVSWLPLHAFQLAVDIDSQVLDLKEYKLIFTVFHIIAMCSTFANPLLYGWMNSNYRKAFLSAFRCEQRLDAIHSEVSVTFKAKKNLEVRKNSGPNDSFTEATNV
NPY-Y1 antag – NPY-Y1 receptor antagonists, primary screen, cell-based; Neuropeptide Y receptor type 1 (Homo sapiens), P25929; inhibition, % at 3.6 µM; HEK293-CNG Y1 cells, membrane potential fluorescence; NPY at EC95, then isoproterenol; hit rate 1% among 200,000;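 active means inhibition above the campaign mean inhibition of all tested compounds plus 3 SD, cut at about 20% in these data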;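 further: 0% = DMSO wells given NPY plus isoproterenol and 100% = isoproterenol alone without NPY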
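material = HEK293 cells with Y1 receptor plus CNG channel | also added = NPY 25 nM then isoproterenol 1 µM plus Ro 20-1724 25 µM | schedule = dye 3 h, compound 60 min room temperature, stimulation 45 min | measured by = membrane potential fluorescence | benchmarks = high control isoproterenol alone, low control NPY with isoproterenol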
S1P4 ag – S1P4 receptor agonists, primary screen, cell-based | Sphingosine 1-phosphate receptor 4 (Homo sapiens), O95977 | AID 1509, 2009 | S1P4-expressing cell line, agonist reporter assay | hit rate 0.35% among 220,000 | activation, % at 4.98 µM; in the data active means activation above about 11%;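 further: 0% = DMSO vehicle and 100% = reference agonist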
Ba/F3 V617F tox – reduced viability of JAK2V617F-dependent Ba/F3 cells, primary screen, JAK2V617F inhibitor project, cell-based, Ba/F3 EpoR-JAK2V617F, luminescence | ATP luminescence | inhibition, % at 5.6 µM | hit rate 1.1% among 220,000 | AID 1446, 2008;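 active means inhibition above the campaign mean plus 3 SD over all tested compounds, cut at about 24% in these data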;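 further: cytokine-independent growth of Ba/F3 cells driven by EpoR plus mutant JAK2; 0% = DMSO-treated cells and 100% = JAK inhibitor I control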
NPY1 pot ag – NPY-Y1 receptor potentiators or agonists, primary screen, cell-based; hit rate 0.37% among 220,000; activation, % at 3.6 µM; Neuropeptide Y receptor type 1 (Homo sapiens), P25929; NPY-Y1 expressing cells, potentiator/agonist activation; in the data active means activation above about 33%, passing the limit was not always enough;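 further: cells stimulated with NPY at EC10 then isoproterenol at EC100; 0% = low agonist plus stimulus and 100% = saturating agonist plus stimulus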
BaF3 tox – parental Ba/F3 cell viability inhibition, counter-screen for JAK2V617F inhibitor project, murine pro-B, CellTiter-Glo luminescence; CellTiter-Glo ATP luminescence; inhibition, % at 5.6 µM; hit rate 1.1% among 220,000;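 active means inhibition above a per-campaign cutoff, the mean inhibition of all tested compounds plus 3 SD, cut at about 27% in these data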;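 further: 0% = DMSO wells and 100% = JAK Inhibitor I control wells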
CHOP inhibitor – inhibitors of CHOP promoter induction, primary screen, cell-based, unfolded protein response, luciferase reporter. AID 2732, 2010. CHO-K1 CHOP-promoter luciferase, tunicamycin-induced, 15-18 h. hit rate 3.8% among 220,000. inhibition, % at 10 µM;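 active means compounds that reduced the stress-induced luciferase reporter signal by more than about 70% of percent inhibition, limit read from the data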;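 further: 0% = tunicamycin plus vehicle and 100% = wells without tunicamycin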
p47phox inh – p47phox/p22phox peptide binding inhibitors, primary screen, biochemical, uHTS, NADPH oxidase regulatory subunit | Neutrophil cytosol factor 1 (Homo sapiens), P14598 | fluorescence polarization, 2 h | inhibition, % at 24.7 µM | hit rate 0.53% among 220,000 | AID 1274, 2008;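 active means inhibition above about 30%, limit read from the data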;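 further: 0% = p47phox with labelled peptide and 100% = labelled peptide alone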
Target sequence (P14598 whole entry, looked up): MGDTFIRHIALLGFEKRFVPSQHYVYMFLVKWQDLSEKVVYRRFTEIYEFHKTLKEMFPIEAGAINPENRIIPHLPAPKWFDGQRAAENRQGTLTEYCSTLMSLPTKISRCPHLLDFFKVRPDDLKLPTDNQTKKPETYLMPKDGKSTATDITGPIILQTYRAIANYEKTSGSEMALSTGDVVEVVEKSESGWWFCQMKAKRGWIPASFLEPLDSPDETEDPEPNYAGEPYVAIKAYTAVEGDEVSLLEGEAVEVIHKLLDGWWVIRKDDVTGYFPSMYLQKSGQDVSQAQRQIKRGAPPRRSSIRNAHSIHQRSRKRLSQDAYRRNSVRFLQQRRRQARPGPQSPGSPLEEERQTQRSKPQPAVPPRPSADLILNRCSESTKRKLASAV
* marks the source's active call; other numbers are inactive results; / = not tested or not shown; & = joins results of further samples.

SMILES	S1P4 antag	NPY2 pot ag	NPY-Y1 antag	S1P4 ag	Ba/F3 V617F tox	NPY1 pot ag	BaF3 tox	CHOP inhibitor	p47phox inh
Cc1ccc2c(c1)NC(=O)C(CC(=O)NC1CCCCC1C)O2 (stereo not given)	-6	3	-2	-4.7	-1	2	1	25	-8
CCOC(=O)C1(Cc2ccccc2C)CCCN(C(=O)c2ccnn2C)C1 (stereo not given)	0	-2	6	-2.8	-4	12	-2	-14	-5
O=c1[nH]c(-c2ccc(F)cc2)nc2c1sc(=S)n2-c1ccccc1	-3	5	1	1.2	5	2	7	33	-13
CN(C)/N=C/C=C1\CCC/C(=C\c2ccc(F)c(F)c2)C1=O	29*	-9	4	0.5	1	12	-6	12	-12
Cc1noc(C)c1COc1cccc(C(=O)OCC(=O)NCCN2C(=O)CSC2=O)c1	-3	4	-1	2.0	0	-1	6	11	-6
COc1ccc(CC(=O)NNC(=O)Cc2ccc(OC)cc2)cc1	-15	1	0	2.5	3	6	5	14	-10
CCCCSc1nnc2c(n1)OC(C(=O)c1ccccc1)Nc1ccccc1-2 (stereo not given)	-5	8	7	0.4	1	-10	2	-26	13
COc1ccc(OCCCN2CCCCCC2)cc1	0	-12	4	-1.3	-6	4	3	29	-14
COc1ccccc1NC(=O)Nc1ccc(F)c(F)c1	-2	-11	2	-0.7	4	-13	12	18	-16
COc1ccc(Cc2nnc(NC(=O)Cc3cccs3)s2)cc1	-6	5	2	0.1	-1	14	9	5	-18
CC1=CCC(C(=O)O)(C(=O)N/N=C/c2cccs2)C(c2ccc([N+](=O)[O-])cc2)C1 (stereo not given)	-8	12	2	0.1	0	-1	5	11	-6
CN(CP(=O)(O)CN(C)S(C)(=O)=O)S(C)(=O)=O	-8	0	5	1.8	3	7	8	50	8
Cc1cccc(N/C(N)=N/c2nc(C)cc(C)n2)c1	-6	-10	3	-1.5	-1	7	-1	11	-12
CCOP(=O)(c1ccc(N(C)C)cc1)C(O)c1ccncc1 (stereo not given)	2	-5	/	-0.8	1	-2	5	1	2
CSc1nc(N)cc(=O)[nH]1	4	-4	/	0.5	-2	-10	-2	12	-9
Cc1cccc(NC(=O)c2cc3c(n(-c4ccccc4)c2=O)CCCC3=O)n1	-12	7	-1	-1.6	1	-28	5	2	-4
COc1ccc(C(=O)NCc2cc(C)nc3ccccc23)cc1	-4	12	0	-0.5	-4	10	2	2	-6
O=C(NNC(=O)c1ccc(Oc2ccc(C3SCCS3)cc2)o1)c1ccc(Cl)cc1	8	9	/	-0.5	-7	-5	-5	40	-23
CCN(CC)C(=O)Cn1cc(/C=C(\C#N)C(=O)N2CCN(c3ccccc3)CC2)c2ccccc21	-4	-3	-1	-0.6	-2	-21	3	14	-6
O=C(NCc1cccnc1)C1CCC(c2ccc(Cl)cc2)CC1 (stereo not given)	3	14	/	-2.6	-1	-2	0	19	-6
NC(=S)N/N=C/c1cccc(O)c1O	-10	-2	2	-1.3	1	2	8	20	-10
Cc1ccc(-c2ccc(=O)n(CCC(=O)NCCN3CCCCC3C)n2)cc1 (stereo not given)	-34	-4	-4	1.4	0	8	5	32	-19
CCn1c(SCC(=O)NC(=O)Nc2ccc3c(c2)OCCO3)nnc1-c1cccs1	-7	-27	12	2.1	1	-24	0	1	-3
CC(C)c1nnc(NC(=O)CCC(=O)NCCc2ccccc2)s1	-12	-6	/	-0.6	0	6	0	14	-14
CCC(=O)Nc1ccc2c(c1)OCCO2	-1	0	5	0.0	3	6	6	25	-6

An excerpt from above in order of heavy-atom count, rising:
SMILES	S1P4 antag	NPY2 pot ag	NPY-Y1 antag	S1P4 ag	Ba/F3 V617F tox	NPY1 pot ag	BaF3 tox	CHOP inhibitor	p47phox inh
CCC(=O)Nc1ccc2c(c1)OCCO2	-1	0	5	0.0	3	6	6	25	-6
CN(C)/N=C/C=C1\CCC/C(=C\c2ccc(F)c(F)c2)C1=O	29*	-9	4	0.5	1	12	-6	12	-12
COc1ccc(CC(=O)NNC(=O)Cc2ccc(OC)cc2)cc1	-15	1	0	2.5	3	6	5	14	-10
O=C(NNC(=O)c1ccc(Oc2ccc(C3SCCS3)cc2)o1)c1ccc(Cl)cc1	8	9	/	-0.5	-7	-5	-5	40	-23

Carrying on.
SMILES	S1P4 antag	NPY2 pot ag	NPY-Y1 antag	S1P4 ag	Ba/F3 V617F tox	NPY1 pot ag	BaF3 tox	CHOP inhibitor	p47phox inh
N#C/C(=C\c1ccccc1)C(=O)N(c1ccccn1)C1CCCCC1	-11	-3	-2	1.5	-2	-9	5	-46	-5
CCC(C)N(CC(=O)Nc1cccc(C)c1C)C(=O)CCl (stereo not given)	-2	-12	5	-1.3	4	-12	8	-35	-1
CC(C)CNC(=O)/C=C/C(=O)O	-2&-8	-16&10	1	0.1&-0.4	-2&-3	-16&10	0&0	1&-4	-5&-4
Cc1ccccc1CNCc1cccnc1	-14	5	5	1.5	5	-3	4	-5	5
COC(=O)N/N=C/c1ccc(-c2cc(Cl)ccc2Cl)o1	8	7	3	-1.1	-4	-3	2	-32	10
CN(c1ccc(C(=O)Nc2nccs2)cc1)S(=O)(=O)c1ccccc1	-6	-3	7	3.2	-3	-31	2	-3	-24
Cc1c(NC(=O)c2ccc(S(=O)(=O)N3CC(C)OC(C)C3)cc2)c(=O)n(-c2ccccc2)n1C (stereo not given)	-26	12	8	0.5	-3	-3	1	-5	2
Cc1c(O)ccc2c3c(c(=O)oc12)CCC(C)C3 (stereo not given)	1	-5	6	2.0	2	-25	10	13	0
CC1CCC(C(C)C)C(OC(=O)CSc2nnc(N)s2)C1 (stereo not given)	-4	1	2	1.9	-3	10	3	15	-3
Fc1ccc2nc(Nc3nc4cc5c(cc4s3)OCCO5)sc2c1	-22	2	-1	0.9	0	-15	4	21	-28
Cc1ccc(N(C(=O)c2sc(C)nc2C)C(C(=O)NC(C)(C)C)c2ccncc2)cc1 (stereo not given)	0	-8	9	-0.1	2	-16	10	-12	2
CCCCC(=O)Nc1ccc(C(=O)NNC(=S)NC(=O)c2ccccc2[N+](=O)[O-])cc1	-11	5	-1	1.9	1	7	2	14	-3
CN(C)c1ccc(-c2nn3c(-c4ccc(Cl)cc4)nnc3s2)cc1	-24	2	5	0.8	-1	3	3	-8	-4
CCCN1CCC(NC(=O)Nc2cc(Cl)ccc2OC)CC1	-1	10	-1	1.7	1	16	90*	5	-18
Cc1cccc(NC(=S)NNC(=O)c2cccc([N+](=O)[O-])c2)c1	-6	3	/	0.2	-1	-21	0	5	0
Cc1ccc(/C=N/n2c(C3CCCCC3)n[nH]c2=S)s1	-10	5	1	21*	-3	15	3	105*	1
C/C(=C\C(=O)c1ccc(Br)cc1)NCc1ccc(C)cc1	0	-4	11	1.3	-2	3	3	77*	-2
O=c1c2c(C(F)(F)F)cc(C(F)(F)F)nc2[nH]n1-c1ccccc1	0	-14	-2	-2.5	-4	-10	-3	52	-4
O=C(NCCc1ccc(Cl)cc1)C1CCN(C(=O)c2sccc2-n2cccc2)CC1	-32	22	-2	0.2	-1	13	4	32	-7
COc1ccc(-c2nnc3n(CCc4ccccc4)c(=O)c4ccccc4n23)c(OC)c1	-2	2	-1	-0.6	-1	-8	2	18	3
CCC/C=N/NC(=O)c1cc(Br)ccc1O	-10	-2	-3	0.1	-3	2	2	-26	-11
CC(=O)c1ccc(N2C(=O)C3C(C2=O)C(C(=O)c2ccc(Cl)cc2)N2CCCC32)cc1 (stereo not given)	-11	-6	-7	-2.3	3	-14	7	10	-28
Cc1cc(C)cc(NC(=O)N2CCCC2C(=O)NCc2ccco2)c1 (stereo not given)	-16	-7	7	-2.5	2	10	5	17	-6
COc1ccc(/C=N\n2nnc3ccccc32)cc1	-26	-6	-1	1.9	0	-4	1	61	-11
CC(C)CCNC(=O)C1CC(=O)N(C2CCCC2)C1 (stereo not given)	-11	-6	0	-1.8	1	17	8	58	2
Continued.
SMILES	S1P4 antag	NPY2 pot ag	NPY-Y1 antag	S1P4 ag	Ba/F3 V617F tox	NPY1 pot ag	BaF3 tox	CHOP inhibitor	p47phox inh
CC(NC(=O)CSc1ncccc1C(=O)O)C1CC2CCC1C2 (stereo not given)	7	-9	/	1.0	-1	16	-4	20	-7
c1ccc(Cn2nnc3c(N4CCOCC4)ncnc32)cc1	-12	-3	1	1.3	-2	-1	1	-2	-7
O=C1CCCc2c1nc(-c1ccc([N+](=O)[O-])cc1)n2O	-5	12	/	1.1	-2	7	1	13	-14
CCOC(=O)/C(C#N)=C/c1cn(CCOc2ccc(OC)cc2)c2ccccc12	-5	-9	5	-1.1	3	-38	7	16	-43
CCOc1cccc2sc(Nc3nc4ccc(NC(C)=O)cc4s3)nc12	-16	2	0	1.1	0	3	7	-40	-23
N=C1/C(=C\c2coc3ccccc3c2=O)C(=O)N=C2SC=CN12	7	10	/	-1.1	-1	13	-2	-10	-16
CCOCCn1c(CC)nc2ccccc21	1	-1	-7	0.7	1	-15	0	-25	-6
COCCCNC(=S)NNC(=S)Nc1ccc(F)cc1F	-6	-6	-8	-0.5	-2	6	4	-6	-6
CCn1c(=O)[nH]c2ccccc2c1=O	-2	5	-3	1.5	-3	14	-3	4	-16
COc1ccccc1/C=N/n1cnnc1	-17	10	-2	-1.0	-2	5	0	15	-27

6 compounds from above, ordered by the number in NPY1 pot ag, smallest number first:
| canonical_smiles | S1P4 antag | NPY2 pot ag | NPY-Y1 antag | S1P4 ag | NPY1 pot ag | CHOP inhibitor | p47phox inh |
| --- | --- | --- | --- | --- | --- | --- | --- |
| CCOC(=O)/C(C#N)=C/c1cn(CCOc2ccc(OC)cc2)c2ccccc12 | -5 | -9 | 5 | -1.1 | -38 | 16 | -43 |
| CCOCCn1c(CC)nc2ccccc21 | 1 | -1 | -7 | 0.7 | -15 | -25 | -6 |
| c1ccc(Cn2nnc3c(N4CCOCC4)ncnc32)cc1 | -12 | -3 | 1 | 1.3 | -1 | -2 | -7 |
| COc1ccccc1/C=N/n1cnnc1 | -17 | 10 | -2 | -1.0 | 5 | 15 | -27 |
| O=C1CCCc2c1nc(-c1ccc([N+](=O)[O-])cc1)n2O | -5 | 12 | / | 1.1 | 7 | 13 | -14 |
| CCn1c(=O)[nH]c2ccccc2c1=O | -2 | 5 | -3 | 1.5 | 14 | 4 | -16 |
